DDE Tn7 FP inh = DD(E)-Tn7 binding inhibition, primary FP screen; FP displacement of FITC-Tn7 peptide from fibrin DD(E); 0% = median of compound wells per plate; 0.13% of 370,000 active; AID 720508; inhibition, % at 8.3 µM; P02675;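 active = inhibition above the mean of compounds falling within the control limits plus 3 SD of them, cut at about 14% in these data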;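 also: 0% = plate median of compound wells and 100% = 10 µM Aha-Tn7 peptide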
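System: human fibrin DD(E); quantity: Fibrin-DD(E) at 2 µM final; also added: fluorescent Tn7 probe at 0.1 µM; compound dosing: single nominal test concentration of 8.3 µM per compound; schedule: 10 min preincubation, 3 h with tracer, room temperature; detection: fluorescence polarization of the labelled Tn7 tracer; repeats: one replicate per compound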
ARFGAP1 inh = rat ARFGAP1 inhibition. Q62848. Arfgap1-stimulated ARF1 GTP hydrolysis, GDP FP detection. inhibition, % at 16.5 µM. 0.26% of 360,000 active;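 active = inhibition above a per-plate limit, mean inhibition of low control wells plus 3 SD, cut at about 25% in these data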;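 also: 0% = DMSO wells with enzyme and 100% = wells lacking Arfgap1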
Target sequence (Q62848 1-136 limits assumed): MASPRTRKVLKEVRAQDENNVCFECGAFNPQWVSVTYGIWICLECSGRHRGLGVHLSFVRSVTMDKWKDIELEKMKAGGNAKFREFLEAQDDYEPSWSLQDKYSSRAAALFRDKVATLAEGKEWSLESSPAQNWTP
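Repeats: one replicate per compound; assay system: rat Arfgap1 catalytic domain, aa 1-136; times: enzyme reaction 120 min at 25 °C after 20 min preincubation; detection: FP of antibody-bound GDP Alexa 633 tracer, ex 620/em 688 nm; benchmarks: high control wells lacking Arfgap1, low control full reaction with DMSO; reagent: human ARF1(Δ1-17)-GTP substrate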
TDP2 inh = TDP2 (human) inhibition, absorbance primary screen; O95551; recombinant TDP2, T5PNP hydrolysis, p-nitrophenol absorbance 415 nm; inhibition, % at 12.8 µM; 0.34% of 370,000 active; AID 720702;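 active = inhibition above the mean of all tested compounds plus 3 SD, set per campaign, cut at about 25% in these data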;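 also: 0% = DMSO with enzyme and 100% = buffer with substrate but no TDP2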
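System – recombinant human TDP2 · Quantity – TDP2 enzyme at 120 nM final · Doses – single concentration, 12.8 µM nominal, with 1% DMSO · Incubation – 2 h at 37 °C · Measured by – epi absorbance of p-nitrophenol freed from T5PNP by hydrolysis · Read-out – % inhibition relative to enzyme-containing and enzyme-free wells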
ADAM10 inh = inhibitors of human ADAM10; O14672; recombinant ADAM10, EDANS/DABCYL FRET peptide cleavage, 3 h; inhibition, % at 7 µM; 0.62% of 370,000 active;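 active = inhibition above a per-campaign cutoff equal to the mean of compounds falling between control-based bounds plus 3 SD, cut at about 20% in these data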;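 also: 0% = DMSO wells while the 100% control is not disclosed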
Tn6 DDE FP = inhibitors of Tn6 peptide binding to human fibrin DD(E); inhibition, % at 8.3 µM; Fibrin DD(E) TRITC-Tn6 fluorescence polarization displacement; 0.21% of 370,000 active;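 active = inhibition above a per-campaign cutoff: mean of compounds within control limits plus 3 SD, cut at about 15% in these data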;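 also: 0% = median of all compound wells on the plate and 100% = blocking peptide control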
LEDGF integ inh = blocks HIV-1 LEDGF/p75-dependent DNA integration. TR-FRET IN-LEDGF/p75 DNA integration, Eu/Cy5. inhibition, % at 3.7 µM. 0.64% of 370,000 active. AID 743269;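 active = inhibition above the screen-wide mean plus 3 SD, cut at about 13% in these data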;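 also: signal is the Cy5 over europium emission ratio at 671 and 618 nm; 0% = plate median of compound wells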
ADAM17 inh = inhibitors of human ADAM17 | recombinant ADAM17, EDANS/DABCYL FRET peptide cleavage | inhibition, % at 6.95 µM | 0.83% of 370,000 active | AID 720648;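 active = inhibition above the mean of compounds lying between control limits plus 3 SD, set per campaign, cut at about 8.5% in these data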;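 also: 0% = DMSO-only wells as the low control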
Target sequence (P78536 215-824 limits assumed): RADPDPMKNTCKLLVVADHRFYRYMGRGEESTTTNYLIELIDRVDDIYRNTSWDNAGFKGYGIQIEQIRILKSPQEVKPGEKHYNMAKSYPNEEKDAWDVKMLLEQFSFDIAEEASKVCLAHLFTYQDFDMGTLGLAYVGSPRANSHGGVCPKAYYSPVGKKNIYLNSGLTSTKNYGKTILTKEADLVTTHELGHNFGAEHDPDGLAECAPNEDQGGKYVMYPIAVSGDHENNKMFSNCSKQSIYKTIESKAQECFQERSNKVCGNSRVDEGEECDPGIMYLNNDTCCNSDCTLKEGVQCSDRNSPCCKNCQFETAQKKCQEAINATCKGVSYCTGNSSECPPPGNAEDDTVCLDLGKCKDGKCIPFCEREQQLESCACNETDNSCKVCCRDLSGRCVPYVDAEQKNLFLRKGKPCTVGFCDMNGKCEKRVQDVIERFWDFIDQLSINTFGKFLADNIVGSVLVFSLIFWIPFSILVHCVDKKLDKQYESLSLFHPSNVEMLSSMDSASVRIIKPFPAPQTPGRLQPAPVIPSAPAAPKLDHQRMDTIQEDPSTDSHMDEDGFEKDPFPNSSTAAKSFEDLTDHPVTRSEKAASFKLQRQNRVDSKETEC
PLC-gamma1 inh = blocks human PLC-gamma1 enzyme activity. P19174. purified PLC-gamma1, fluorogenic substrate, fluorescence. inhibition, % at 12.2 µM. 0.84% of 370,000 active. AID 720700; in the data active = inhibition above about 9.5%
proKLK7 act = proKLK7 (human) activation, primary screen. P49862. purified proKLK7, EDANS-DABCYL substrate fluorescence; 100% is mature enzyme control, 0% vehicle. activation, % at 7 µM. 0.9% of 370,000 active. AID 652039;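 active = activation above the mean of all tested compounds plus 3 SD, computed per campaign excluding outliers beyond control limits, cut at about 13% in these data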
Target sequence (P49862 whole entry, looked up): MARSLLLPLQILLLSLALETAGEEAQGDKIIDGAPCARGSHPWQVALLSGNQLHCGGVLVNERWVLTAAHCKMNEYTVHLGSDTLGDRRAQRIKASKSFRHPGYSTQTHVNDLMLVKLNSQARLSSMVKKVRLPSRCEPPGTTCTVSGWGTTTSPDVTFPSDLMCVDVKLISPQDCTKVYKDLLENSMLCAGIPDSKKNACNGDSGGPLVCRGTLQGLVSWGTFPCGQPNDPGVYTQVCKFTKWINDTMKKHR
ASAP1 GAP inh = blocks human ASAP1-stimulated Arf1 GTP hydrolysis | Q9ULH1 | AID 624377 | GDP FP detection | 0.19% of 360,000 active | inhibition, % at 16.5 µM; in the data active = inhibition above about 25%;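 also: 0% = vehicle with enzyme and substrate and 100% = no enzyme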
* = called active by the depositor.

For Cc1ccc(/C=C2/NC(=O)N(Cc3ccccc3)C2=O)o1 the results were DDE Tn7 FP inh 3, ARFGAP1 inh -4, TDP2 inh 10, ADAM10 inh -9, Tn6 DDE FP 3, LEDGF integ inh 5, ADAM17 inh -1, PLC-gamma1 inh -27, proKLK7 act 0.6 and ASAP1 GAP inh -4.
Screening CCC(=O)N1c2ccccc2NC2=C(C(=O)CC(c3ccco3)C2)C1c1ccco1 (centres undefined) returned DDE Tn7 FP inh 4, ARFGAP1 inh -3, TDP2 inh -9, ADAM10 inh -27, Tn6 DDE FP -3, LEDGF integ inh -1, ADAM17 inh -10, PLC-gamma1 inh -77, proKLK7 act 1.4 and ASAP1 GAP inh 1.
Screening COc1ccc(CN(C)C[C@H]2OCCCC[C@@H](C)Oc3ccc(NS(C)(=O)=O)cc3C(=O)N([C@H](C)CO)C[C@@H]2C)cc1 returned DDE Tn7 FP inh -4, ARFGAP1 inh -8, TDP2 inh 7, ADAM10 inh -11, Tn6 DDE FP -3, LEDGF integ inh -9, ADAM17 inh -2, PLC-gamma1 inh -3, proKLK7 act -0.4 and ASAP1 GAP inh 10.
CCOc1ccc(CCNC(=O)COC(=O)C2=NNC(=O)CC2)cc1OCC was read as DDE Tn7 FP inh -2, ARFGAP1 inh -7, TDP2 inh 8, ADAM10 inh -5, Tn6 DDE FP -2, LEDGF integ inh -5, ADAM17 inh -3, PLC-gamma1 inh 6, proKLK7 act -0.3 and ASAP1 GAP inh -3.
For O=C(Nc1cc(C(F)(F)F)ccc1F)C1CCC1 the results were DDE Tn7 FP inh -3, ARFGAP1 inh 11, TDP2 inh 5, ADAM10 inh 2, Tn6 DDE FP -3, LEDGF integ inh 2, ADAM17 inh -1, PLC-gamma1 inh 3, proKLK7 act -0.4 and ASAP1 GAP inh 1.
`CCC1(c2ccc(F)cc2)NC(=O)N(CC(=O)Nc2ccc(C)c(S(=O)(=O)N3CCOCC3)c2)C1=O` (centres undefined) gave DDE Tn7 FP inh 1, ARFGAP1 inh 8, TDP2 inh -13, ADAM10 inh 1, Tn6 DDE FP -2, LEDGF integ inh -4, ADAM17 inh -2, PLC-gamma1 inh 0, proKLK7 act 0.1 and ASAP1 GAP inh -4.
Screening Cc1ccc(C(=O)/C=C/c2ccc3c(c2)OCCO3)c(O)c1 returned DDE Tn7 FP inh 7, ARFGAP1 inh -5, TDP2 inh 6, ADAM10 inh 1, Tn6 DDE FP 5, LEDGF integ inh 0, ADAM17 inh -3, PLC-gamma1 inh -1, proKLK7 act 0.1 and ASAP1 GAP inh 6.
O=C1CCCN1CCCN=c1c([N+](=O)[O-])nn(-c2ccc(Cl)cc2)n1O was read as DDE Tn7 FP inh -1, ARFGAP1 inh 4, TDP2 inh 5, ADAM10 inh 7, Tn6 DDE FP -10, LEDGF integ inh -3, ADAM17 inh -5, PLC-gamma1 inh 3, proKLK7 act -0.2 and ASAP1 GAP inh 7.
For CC12CCC(=O)N1c1c(sc3nc(N4CCOCC4)c4c(c13)CCCC4)C(=O)N2 (centres undefined) the results were DDE Tn7 FP inh 6, ARFGAP1 inh 0, TDP2 inh 10, ADAM10 inh inactive, Tn6 DDE FP -3, LEDGF integ inh 1, ADAM17 inh -176, PLC-gamma1 inh -402, proKLK7 act 20* and ASAP1 GAP inh -5.
`CCOc1ccccc1NS(=O)(=O)c1c(C)[nH]c(C)c1C(=O)N1CCCCC1` gave DDE Tn7 FP inh 2, ARFGAP1 inh 0, TDP2 inh 5, ADAM10 inh -3, Tn6 DDE FP 8, LEDGF integ inh -1, ADAM17 inh 0, PLC-gamma1 inh -1, proKLK7 act -0.4 and ASAP1 GAP inh 0.
For O=C(Nc1ccccc1Br)c1cc(=O)c2ccccc2o1 the results were DDE Tn7 FP inh -4, ARFGAP1 inh -8, TDP2 inh 11, ADAM10 inh 0, Tn6 DDE FP 5, LEDGF integ inh 3, ADAM17 inh 1, PLC-gamma1 inh 0, proKLK7 act -0.2 and ASAP1 GAP inh -10.
`CN(C)c1ccc(NC(=O)c2ccc3nsnc3c2)cc1` gave DDE Tn7 FP inh 0, ARFGAP1 inh -12, TDP2 inh 3, ADAM10 inh 4, Tn6 DDE FP -1, LEDGF integ inh -5, ADAM17 inh -2, PLC-gamma1 inh 1, proKLK7 act 0.7 and ASAP1 GAP inh 4.
Screening COc1cc(CNn2cnnc2)ccc1OCC(=O)NC(C)(C)C returned DDE Tn7 FP inh 3, ARFGAP1 inh -14, TDP2 inh 2, ADAM10 inh 5, Tn6 DDE FP 13, LEDGF integ inh 2, ADAM17 inh -1, PLC-gamma1 inh 2, proKLK7 act 0.1 and ASAP1 GAP inh -12.
For COc1ccc(C(=O)NCCc2nnc3ccc(SCC(=O)Nc4ccccc4F)nn23)cc1 the results were DDE Tn7 FP inh -3, ARFGAP1 inh -5, TDP2 inh -12, ADAM10 inh 1, Tn6 DDE FP -5, LEDGF integ inh 3, ADAM17 inh 1, PLC-gamma1 inh 3, proKLK7 act 0.6 and ASAP1 GAP inh 5.
`Cn1cccc1CC(=O)NN=C/C=C\c1ccco1` gave DDE Tn7 FP inh -4, TDP2 inh -8, ADAM10 inh -17, Tn6 DDE FP -10, LEDGF integ inh 81*, ADAM17 inh 1, PLC-gamma1 inh -11 and proKLK7 act 0.1.

Reprinted at random: two compounds from above, in no set order.
O=C1CCCN1CCCN=c1c([N+](=O)[O-])nn(-c2ccc(Cl)cc2)n1O was read as DDE Tn7 FP inh -1, ARFGAP1 inh 4, TDP2 inh 5, ADAM10 inh 7, Tn6 DDE FP -10, LEDGF integ inh -3, ADAM17 inh -5, PLC-gamma1 inh 3, proKLK7 act -0.2 and ASAP1 GAP inh 7.
CCOc1ccc(CCNC(=O)COC(=O)C2=NNC(=O)CC2)cc1OCC was read as DDE Tn7 FP inh -2, ARFGAP1 inh -7, TDP2 inh 8, ADAM10 inh -5, Tn6 DDE FP -2, LEDGF integ inh -5, ADAM17 inh -3, PLC-gamma1 inh 6, proKLK7 act -0.3 and ASAP1 GAP inh -3.

Next section
For CCc1nn(CC(=O)NCCCN2CCCC2=O)c(=O)c2cc3sccc3n12 the results were DDE Tn7 FP inh 0, ARFGAP1 inh 0, TDP2 inh -10, ADAM10 inh -20, Tn6 DDE FP 5, LEDGF integ inh -1, ADAM17 inh -1, PLC-gamma1 inh 0, proKLK7 act 0.3 and ASAP1 GAP inh 2.
Cc1ccccc1NC(=O)CN1CCOCC1 was read as DDE Tn7 FP inh 2, ARFGAP1 inh 13, TDP2 inh -17, ADAM10 inh 0, Tn6 DDE FP -10, LEDGF integ inh 0, ADAM17 inh -1, PLC-gamma1 inh 2, proKLK7 act 0.3 and ASAP1 GAP inh 8.
`CS(=O)(=O)N1Cc2ccccc2CC1C(=O)OCC(=O)Nc1ccc2ccccc2c1` (centres undefined) gave DDE Tn7 FP inh 3, ARFGAP1 inh 2, TDP2 inh 8, ADAM10 inh 10, Tn6 DDE FP 0, LEDGF integ inh 1, ADAM17 inh 3, PLC-gamma1 inh -2, proKLK7 act 0.8 and ASAP1 GAP inh -6.
Screening CN(CCOC(=O)c1ccc2c(c1)OCCO2)C(C)(C)C returned DDE Tn7 FP inh 1, ARFGAP1 inh 1, TDP2 inh -1, ADAM10 inh 1, Tn6 DDE FP -2, LEDGF integ inh -3, ADAM17 inh -3, PLC-gamma1 inh -2, proKLK7 act 0.4 and ASAP1 GAP inh -9.
Screening COc1ccc(CCn2c(C)cc(C(=O)CSc3nnnn3C)c2C)cc1 returned DDE Tn7 FP inh 7, ARFGAP1 inh 2, TDP2 inh 1, ADAM10 inh 12, Tn6 DDE FP 5, LEDGF integ inh -1, ADAM17 inh 0, PLC-gamma1 inh -1, proKLK7 act -0.3 and ASAP1 GAP inh -8.
O=S(=O)(Nc1ncn[nH]1)c1ccc(Cl)cc1 was read as DDE Tn7 FP inh -7, ARFGAP1 inh 9, TDP2 inh -6, ADAM10 inh -1, Tn6 DDE FP -7, LEDGF integ inh 1, ADAM17 inh 2, PLC-gamma1 inh 6, proKLK7 act -0.1 and ASAP1 GAP inh 2.
For O=C(c1ccsc1)N1CCCC(N2CCN(c3cccc(Cl)c3)CC2)C1 (centres undefined) the results were DDE Tn7 FP inh 6, ARFGAP1 inh -6, TDP2 inh 20, ADAM10 inh 3, Tn6 DDE FP 4, LEDGF integ inh 1, ADAM17 inh 3, PLC-gamma1 inh 2, proKLK7 act -0.1 and ASAP1 GAP inh -3.
`CC1CCCC(NC(=O)COC(=O)/C=C/c2ccc([N+](=O)[O-])cc2)C1C` (centres undefined) gave DDE Tn7 FP inh -3, ARFGAP1 inh -3, TDP2 inh -4, ADAM10 inh -9, Tn6 DDE FP -5, LEDGF integ inh -5, ADAM17 inh 8, PLC-gamma1 inh 4, proKLK7 act 0.1 and ASAP1 GAP inh 4.
Cn1c(CCNC(=O)c2ccco2)nc2ccccc21 was read as DDE Tn7 FP inh -1, ARFGAP1 inh 4, TDP2 inh 11, ADAM10 inh 0, Tn6 DDE FP -7, LEDGF integ inh 0, ADAM17 inh -2, PLC-gamma1 inh -1, proKLK7 act -1.2 and ASAP1 GAP inh -10.
`COc1ccc(C(C)(NC(C)=O)c2nc(-c3cccc(C(=O)O)c3)cs2)cc1` (centres undefined) gave DDE Tn7 FP inh -1, ARFGAP1 inh 3, TDP2 inh -6, ADAM10 inh -6, Tn6 DDE FP 2, LEDGF integ inh 1, ADAM17 inh -4, PLC-gamma1 inh -1, proKLK7 act -0.2 and ASAP1 GAP inh -5.
Screening C/C(Cn1nc([N+](=O)[O-])cc1C)=N\NC(=O)COc1c(Cl)cc(Cl)cc1Cl returned DDE Tn7 FP inh -3, ARFGAP1 inh -3, TDP2 inh -7, ADAM10 inh 0, Tn6 DDE FP 5, LEDGF integ inh -5, ADAM17 inh 0, PLC-gamma1 inh 3, proKLK7 act 0.1 and ASAP1 GAP inh 2.
Screening COc1cccc(C(=O)NCCS(=O)(=O)N2CCOCC2)c1 returned DDE Tn7 FP inh 4, ARFGAP1 inh -4, TDP2 inh 6, ADAM10 inh -3, Tn6 DDE FP 0, LEDGF integ inh -5, ADAM17 inh -3, PLC-gamma1 inh 1, proKLK7 act 0.2 and ASAP1 GAP inh 11.
`c1ccc(CCN2CN=C(Nc3nc4ccccc4s3)NC2)cc1` gave DDE Tn7 FP inh -2, ARFGAP1 inh -4, TDP2 inh 10, ADAM10 inh 3, Tn6 DDE FP 1, LEDGF integ inh 0, ADAM17 inh -3, PLC-gamma1 inh 3, proKLK7 act 0.3 and ASAP1 GAP inh -4.
`O[C@H]1C[C@H](c2ccccc2)N(Cc2cccs2)C[C@@H]1n1cc(C2CC2)nn1` gave DDE Tn7 FP inh -6, ARFGAP1 inh 4, TDP2 inh -4, ADAM10 inh 12, Tn6 DDE FP -3, LEDGF integ inh 1, ADAM17 inh 2, PLC-gamma1 inh -1, proKLK7 act 0.2 and ASAP1 GAP inh 20.
